NOD2 RIPK2 PPI: NOD2-RIPK2 protein interaction inhibition. O43353. CHO BLA complementation NOD2-RIPK2, CCF4 ratio. inhibition, % at 4.98 µM. 0.38% of 360,000 active; in the data active means inhibition above about 21%;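 further: 0% = vehicle only and 100% = reference blocker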
COUP-TFII inh: NR2F2 (human) inhibition, primary screen | P24468 | HEK293T NGFI-A luciferase reporter, luminescence | inhibition, % at 8.6 µM | 0.7% of 370,000 active | AID 686940;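 active means inhibition above a per-plate cutoff, mean inhibition of test wells between control levels plus 3 SD, cut at about 38% in these data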;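 further: cells cotransfected with COUP-TFII expression vector driving the NGFI-A reporter; 0% = median of COUP-TF2 test wells and 100% = reporter-only cells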
Target sequence (P24468 whole entry, looked up): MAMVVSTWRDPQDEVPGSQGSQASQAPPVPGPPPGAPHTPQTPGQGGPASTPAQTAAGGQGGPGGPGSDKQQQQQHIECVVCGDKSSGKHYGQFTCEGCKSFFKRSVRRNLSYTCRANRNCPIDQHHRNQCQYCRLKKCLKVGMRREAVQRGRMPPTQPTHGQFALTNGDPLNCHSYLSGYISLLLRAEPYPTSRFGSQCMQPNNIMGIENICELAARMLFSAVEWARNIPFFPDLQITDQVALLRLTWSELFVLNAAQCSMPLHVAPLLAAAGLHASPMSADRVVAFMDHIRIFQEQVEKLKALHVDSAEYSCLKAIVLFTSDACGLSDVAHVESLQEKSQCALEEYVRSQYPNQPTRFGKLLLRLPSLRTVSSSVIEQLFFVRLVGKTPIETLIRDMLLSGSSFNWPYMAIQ
NCOA2 inhibitor: inhibits human steroid receptor coactivator 2. Q15596. HEK293 GAL4-SRC2 luciferase reporter, luminescence. inhibition, % at 9 µM. 0.17% of 370,000 active. AID 651957;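 active means inhibition above the mean inhibition of all tested compounds plus 3 SD, set per campaign, cut at about 52% in these data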;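 further: 0% = DMSO treated cells and 100% = cells given Gossypol at 36 µM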
NCOA1 inh: inhibits human SRC1 coactivator; 0.12% of 360,000 active; Q15788; AID 588354; inhibition, % at 3.6 µM; HEK293 GAL4-SRC1 luciferase reporter, luminescence;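 active means inhibition above the campaign mean plus 3 SD, with each screening campaign given its own cutoff, cut at about 60% in these data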;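 further: 0% = DMSO treated cells and 100% = gossypol at 36 µM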
NCOA3 inh: human NCOA3 inhibition; Q9Y6Q9; HEK293 GAL4-SRC3 luciferase reporter, luminescence; inhibition, % at 3.6 µM; 0.17% of 360,000 active; AID 588352;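 active means inhibition above a per-campaign cutoff, the mean of all compounds plus 3 SD, cut at about 60% in these data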;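 further: 0% = DMSO-treated cells and 100% = gossypol-treated cells at 36 µM; higher means less SRC3-driven luciferase light from the GAL4 reporter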
EBV LMP1 NFkB: inhibitors of Epstein-Barr LMP1-induced NF-kappaB reporter. LMP1-induced NF-kappaB luciferase reporter cells, luminescence. inhibition, % at 12.5 µM. 0.69% of 350,000 active. AID 504558; in the data active means inhibition above about 41%;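 further: 0% = neutral control wells and 100% = reference inhibitor control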
ABHD5-PLIN5 inh: inhibitors of human ABHD5-perilipin-5 interaction; Split G. princeps luciferase complementation, luminescence, 4 h; inhibition, % at 4 µM; 0.78% of 360,000 active; AID 602281;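 active means inhibition above the mean inhibition across every tested compound plus 3 SD, cut at about 22% in these data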;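 further: 0% = DMSO only wells and the 100% control is not disclosed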
MC4R barr agon: activates human MC4R beta-arrestin recruitment; P32245; U2OS MC4R beta-arrestin complementation, luminescence; percent of melanotan II response, DMSO zero; activation, % at 8.9 µM; 0.98% of 360,000 active; AID 540308;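 active means activation above a per-plate cutoff, the mean activation of sample wells on that plate plus 3 SD, cut at about 8% in these data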
MC4R antagonist: antagonists of human melanocortin 4 receptor (MC4R). MC4R-expressing cells, MTII-stimulated cAMP, LANCE TR-FRET. inhibition, % at 6.5 µM. 0.48% of 360,000 active. AID 540295;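 active means inhibition above its plate's cutoff, the mean of tested wells on that plate plus 3 SD, cut at about 29% in these data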;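 further: 0% = Melanotan II alone and 100% = Melanotan II plus saturating MCL0020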
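System – human MC4R-expressing U2OS cells · Also added – Melanotan II · Dosing – one concentration, 6.5 µM nominal · Timing – 30-min compound, 1-h challenge, 1-h detection, room temperature · Measured by – Eu-cAMP/anti-cAMP TR-FRET, emission 671 nm · Replicates – singlicate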
TLR9-MyD88 block: inhibitors of human TLR9-MyD88 binding. Q9NR96+Q99836. 0.21% of 340,000 active. AID 504734. CHO BLA complementation TLR9-MyD88, CCF4 FRET ratio. inhibition, % at 4.98 µM;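 active means inhibition above the mean over all tested compounds plus 3 SD, cut at about 21% in these data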;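 further: 0% = DMSO only wells and 100% = clavulanate BLA inhibitor control wells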
NR5A2 inv ag: NR5A2 inverse agonism in reporter assay; O00482; HEK293T StAR-luciferase reporter, LRH-1 transfected, 24 h; inhibition, % at 3.6 µM; 0.13% of 360,000 active; AID 602396;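 active means inhibition above the mean inhibition of all tested compounds plus 3 SD, cut at about 73% in these data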;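 further: 0% = DMSO wells and 100% = reporter-only cells lacking LRH-1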
Target sequence (O00482 whole entry, looked up): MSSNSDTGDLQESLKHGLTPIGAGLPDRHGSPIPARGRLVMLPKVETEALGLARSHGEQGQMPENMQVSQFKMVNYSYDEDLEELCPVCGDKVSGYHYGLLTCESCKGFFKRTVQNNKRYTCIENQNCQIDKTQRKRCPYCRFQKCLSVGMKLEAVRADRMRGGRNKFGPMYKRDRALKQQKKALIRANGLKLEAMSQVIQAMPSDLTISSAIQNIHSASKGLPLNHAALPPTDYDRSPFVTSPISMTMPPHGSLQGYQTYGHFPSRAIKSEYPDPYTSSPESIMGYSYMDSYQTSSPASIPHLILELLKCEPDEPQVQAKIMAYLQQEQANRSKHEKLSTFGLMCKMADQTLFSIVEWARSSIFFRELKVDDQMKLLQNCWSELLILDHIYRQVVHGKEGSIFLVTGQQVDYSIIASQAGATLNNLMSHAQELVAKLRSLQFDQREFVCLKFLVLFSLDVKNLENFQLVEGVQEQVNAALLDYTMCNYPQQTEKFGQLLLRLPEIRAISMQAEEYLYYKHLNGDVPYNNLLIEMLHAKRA
The depositor's hits bear a star.

Screening CC(C)(C)NC(=O)CN(Cc1cccs1)C(=O)C1COc2ccccc2O1 (configuration not stated) returned NOD2 RIPK2 PPI -1, COUP-TFII inh -12, NCOA2 inhibitor 4, NCOA1 inh 6, NCOA3 inh 0, EBV LMP1 NFkB 0, ABHD5-PLIN5 inh 1, MC4R barr agon -1.6, MC4R antagonist 4, TLR9-MyD88 block 0 and NR5A2 inv ag -10.
For O=C(CSC1=NS(=O)(=O)c2ccccc2N1)Nc1nccs1 the results were NOD2 RIPK2 PPI -2, COUP-TFII inh 0, NCOA2 inhibitor 18, NCOA1 inh -15, NCOA3 inh -17, EBV LMP1 NFkB -4, ABHD5-PLIN5 inh 8, MC4R barr agon -3.7, MC4R antagonist 14, TLR9-MyD88 block -15 and NR5A2 inv ag -9.
`CCOc1ccc(C2C(C(=O)Nc3ccc(F)cc3)=C(C)Nc3nc(CCCO)nn32)cc1` (configuration not stated) gave NOD2 RIPK2 PPI -16, COUP-TFII inh -16, NCOA2 inhibitor 8, NCOA1 inh 6, NCOA3 inh -15, EBV LMP1 NFkB -3, ABHD5-PLIN5 inh 1, MC4R barr agon 0.2, MC4R antagonist 5, TLR9-MyD88 block 0 and NR5A2 inv ag -17.
`Cc1ccccc1-n1ncc(C(C)NS(=O)(=O)c2sccc2C)c1C` (configuration not stated) gave NOD2 RIPK2 PPI -3, COUP-TFII inh -4, NCOA2 inhibitor 1, NCOA1 inh -7, NCOA3 inh 9, EBV LMP1 NFkB 0, ABHD5-PLIN5 inh 2, MC4R barr agon -3.1, MC4R antagonist -5, TLR9-MyD88 block -9 and NR5A2 inv ag 7.
Screening CC1CCN(Cc2nc3c(c(=O)n(C)c(=O)n3C)n2CCc2ccccc2)CC1 returned NOD2 RIPK2 PPI -5, COUP-TFII inh -2, NCOA2 inhibitor -3, NCOA1 inh 10, NCOA3 inh 19, EBV LMP1 NFkB -3, ABHD5-PLIN5 inh -3, MC4R barr agon 3.1, MC4R antagonist -6, TLR9-MyD88 block 4 and NR5A2 inv ag 2.
Screening COCC(=O)N(Cc1nc2ccccc2c(=O)[nH]1)Cc1cccs1 returned NOD2 RIPK2 PPI 6, COUP-TFII inh -1, NCOA2 inhibitor 6, NCOA1 inh -6, NCOA3 inh -1, EBV LMP1 NFkB -4, ABHD5-PLIN5 inh -2, MC4R barr agon -1.1, MC4R antagonist 8, TLR9-MyD88 block 8 and NR5A2 inv ag -4.
`O=C(/C=C(\O)c1ccccc1)C(=O)NNC(=O)c1ccccc1` gave NOD2 RIPK2 PPI -8, COUP-TFII inh -13, NCOA2 inhibitor -67, NCOA1 inh -38, NCOA3 inh -54, EBV LMP1 NFkB 2, ABHD5-PLIN5 inh 1, MC4R barr agon -1.1, MC4R antagonist -4, TLR9-MyD88 block 6 and NR5A2 inv ag -40.
Screening Cc1nc(NC(=S)NC(=O)c2cncc(Br)c2)ccc1Br returned NOD2 RIPK2 PPI -4, COUP-TFII inh 0, NCOA2 inhibitor -56, NCOA1 inh -7, NCOA3 inh 5, EBV LMP1 NFkB 4, ABHD5-PLIN5 inh -6, MC4R barr agon 0.1, MC4R antagonist 25, TLR9-MyD88 block 5 and NR5A2 inv ag 5.
Screening COc1ccccc1C(=O)NCC(=O)NNC(=O)C1COc2ccccc2O1 (configuration not stated) returned NOD2 RIPK2 PPI -4, COUP-TFII inh -10, NCOA2 inhibitor 17, NCOA1 inh -3, NCOA3 inh 8, EBV LMP1 NFkB 5, ABHD5-PLIN5 inh -2, MC4R barr agon -2.0, MC4R antagonist 3, TLR9-MyD88 block 7 and NR5A2 inv ag 9.
`CNC(=O)c1c(C)[nH]c(=S)c(C#N)c1-c1ccco1` gave NOD2 RIPK2 PPI -5, COUP-TFII inh 1, NCOA2 inhibitor -4, NCOA1 inh 11, NCOA3 inh 11, EBV LMP1 NFkB 8, ABHD5-PLIN5 inh 14, MC4R barr agon -0.8, MC4R antagonist 8, TLR9-MyD88 block -4 and NR5A2 inv ag -2.
Screening COCC(C)NC(=O)COCc1cc(-c2ccc3c(c2)OCO3)on1 (configuration not stated) returned NOD2 RIPK2 PPI -7, COUP-TFII inh -7, NCOA2 inhibitor -7, NCOA1 inh -23, NCOA3 inh -1, EBV LMP1 NFkB -5, ABHD5-PLIN5 inh -5, MC4R barr agon 0.9, MC4R antagonist 17, TLR9-MyD88 block 5 and NR5A2 inv ag 8.
Screening O=C1C(=Nc2cccc(Cl)c2)CC(c2ccc(Cl)cc2)N1c1cccc(Cl)c1 (configuration not stated) returned NOD2 RIPK2 PPI 0, COUP-TFII inh -25, NCOA2 inhibitor -22, NCOA1 inh -6, NCOA3 inh -4, EBV LMP1 NFkB 2, ABHD5-PLIN5 inh -4, MC4R barr agon -0.3, MC4R antagonist 0, TLR9-MyD88 block 4 and NR5A2 inv ag -14.
C/C(=N\OCc1nc2ccccc2c(=O)n1/N=C/c1cc(C)cc([N+](=O)[O-])c1O)c1ccccc1 was read as NOD2 RIPK2 PPI -5, COUP-TFII inh -29, NCOA2 inhibitor 5, NCOA1 inh -19, NCOA3 inh -7, EBV LMP1 NFkB -4, ABHD5-PLIN5 inh -9, MC4R barr agon 0.5, MC4R antagonist 13, TLR9-MyD88 block 2 and NR5A2 inv ag -3.
Cn1nccc1C(=O)Nc1nnc(C2CC2)s1 was read as NOD2 RIPK2 PPI -8, COUP-TFII inh -21, NCOA2 inhibitor -9, NCOA1 inh 7, NCOA3 inh 7, EBV LMP1 NFkB 3, ABHD5-PLIN5 inh 1, MC4R barr agon 0.9, MC4R antagonist 21, TLR9-MyD88 block 0 and NR5A2 inv ag -33.
Screening O=C(Cc1ccc(F)cc1)Nc1nnc(SCC(=O)N2CCCCC2)s1 returned NOD2 RIPK2 PPI -10, COUP-TFII inh 8, NCOA2 inhibitor -18, NCOA1 inh -1, NCOA3 inh 21, EBV LMP1 NFkB -4, ABHD5-PLIN5 inh 1, MC4R barr agon -1.1, MC4R antagonist 1, TLR9-MyD88 block -1 and NR5A2 inv ag 11.
`O=C1CSC(=S)N1c1ccc(O)cc1` gave NOD2 RIPK2 PPI -5, COUP-TFII inh -10, NCOA2 inhibitor -28, NCOA1 inh -2, NCOA3 inh -21, EBV LMP1 NFkB -21, ABHD5-PLIN5 inh -17, MC4R barr agon -0.5, MC4R antagonist -2, TLR9-MyD88 block -4 and NR5A2 inv ag 10.
Screening CCc1ccc(NC(=O)C(C)OC(=O)C2CCN(c3ccc(C(F)(F)F)cn3)CC2)cc1 (configuration not stated) returned NOD2 RIPK2 PPI 5, COUP-TFII inh 15, NCOA2 inhibitor -14, NCOA1 inh 10, NCOA3 inh -5, EBV LMP1 NFkB 7, ABHD5-PLIN5 inh -1, MC4R barr agon 1.9, MC4R antagonist 12, TLR9-MyD88 block -9 and NR5A2 inv ag -17.
Screening CCC(=O)N(Cc1ccco1)Cc1cc2cccc(C)c2n2nnnc12 returned NOD2 RIPK2 PPI 6, COUP-TFII inh -12, NCOA2 inhibitor 18, NCOA1 inh 4, NCOA3 inh 13, EBV LMP1 NFkB -3, ABHD5-PLIN5 inh 7, MC4R barr agon -1.0, MC4R antagonist 4, TLR9-MyD88 block 1 and NR5A2 inv ag 2.
For O=C(NCc1ccccn1)C1CCCN(S(=O)(=O)c2cccc3nsnc23)C1 (configuration not stated) the results were NOD2 RIPK2 PPI -4, COUP-TFII inh 12, NCOA2 inhibitor -44, NCOA1 inh 9, NCOA3 inh -1, EBV LMP1 NFkB -3, ABHD5-PLIN5 inh 3, MC4R barr agon -0.9, MC4R antagonist -1, TLR9-MyD88 block 4 and NR5A2 inv ag 15.
Screening COc1ccc(OCC(=O)N/N=C(\C)c2ccc(-n3ccnc3)cc2)cc1 returned NOD2 RIPK2 PPI -12, COUP-TFII inh 3, NCOA2 inhibitor -16, NCOA1 inh 0, NCOA3 inh -25, EBV LMP1 NFkB -3, ABHD5-PLIN5 inh 2, MC4R barr agon -0.5, MC4R antagonist 11, TLR9-MyD88 block -3 and NR5A2 inv ag 4.
For CCOC(=O)c1ccc(N2C(=O)CC(N3CCN(C(=O)c4ccco4)CC3)C2=O)cc1 (configuration not stated) the results were NOD2 RIPK2 PPI 5, COUP-TFII inh 5, NCOA2 inhibitor -37, NCOA1 inh -1, NCOA3 inh 23, EBV LMP1 NFkB -6, ABHD5-PLIN5 inh -2, MC4R barr agon -0.6, MC4R antagonist 5, TLR9-MyD88 block 1 and NR5A2 inv ag -1.
Screening CC1(C)C=C(c2ccc(O)cc2)CC(C)(C)N1 returned NOD2 RIPK2 PPI -9, COUP-TFII inh -5, NCOA2 inhibitor 12, NCOA1 inh 1, NCOA3 inh 21, EBV LMP1 NFkB -2, ABHD5-PLIN5 inh 3, MC4R barr agon 1.5, MC4R antagonist 9, TLR9-MyD88 block 7 and NR5A2 inv ag 6.
`COc1ccc(OC)c(S(=O)(=O)n2nc(C)cc2C)c1` gave NOD2 RIPK2 PPI -12, COUP-TFII inh -4, NCOA2 inhibitor 14, NCOA1 inh 0, NCOA3 inh 14, EBV LMP1 NFkB 0, ABHD5-PLIN5 inh 2, MC4R barr agon -0.1, MC4R antagonist 7, TLR9-MyD88 block -1 and NR5A2 inv ag -5.
Screening N/C(=N\S(=O)(=O)c1ccc(Cl)cc1)N1CCOCC1 returned NOD2 RIPK2 PPI -10, COUP-TFII inh -6, NCOA2 inhibitor -22, NCOA1 inh -8, NCOA3 inh 5, EBV LMP1 NFkB 1, ABHD5-PLIN5 inh 1, MC4R barr agon -0.6, MC4R antagonist 23, TLR9-MyD88 block -9 and NR5A2 inv ag -14.
COc1ccc(C(=O)Nc2ccccc2-c2ccccc2)cc1Cl was read as NOD2 RIPK2 PPI -12, COUP-TFII inh -10, NCOA2 inhibitor 12, NCOA1 inh -59, NCOA3 inh 16, EBV LMP1 NFkB 10, ABHD5-PLIN5 inh -4, MC4R barr agon 2.0, MC4R antagonist -4, TLR9-MyD88 block -7 and NR5A2 inv ag -5.
Cc1cc(NC(=O)c2cc(-c3ccccc3Cl)nc3ccccc23)no1 was read as NOD2 RIPK2 PPI 7, COUP-TFII inh 21, NCOA2 inhibitor -8, NCOA1 inh 8, NCOA3 inh -6, EBV LMP1 NFkB 0, ABHD5-PLIN5 inh -14, MC4R barr agon 1.4, MC4R antagonist 14, TLR9-MyD88 block -6 and NR5A2 inv ag -2.
Screening CC(C)C(NC(=O)c1ccccc1)C(=O)NCC(c1ccccc1)N(C)C (configuration not stated) returned NOD2 RIPK2 PPI -7, COUP-TFII inh 9, NCOA2 inhibitor 10, NCOA1 inh -10, NCOA3 inh 22, EBV LMP1 NFkB 16, ABHD5-PLIN5 inh 9, MC4R barr agon 1.4, MC4R antagonist -6, TLR9-MyD88 block -2 and NR5A2 inv ag -10.
CCCCN1CCCCC1(C)C(=O)NCc1ccc2c(c1)OCO2 (configuration not stated) was read as NOD2 RIPK2 PPI 4, COUP-TFII inh 6, NCOA2 inhibitor 0, NCOA1 inh -17, NCOA3 inh -3, ABHD5-PLIN5 inh -3, MC4R barr agon -0.6, MC4R antagonist -1 and NR5A2 inv ag -10.

Some of the compounds tested. The share of hits here may be higher or lower than overall.
